Yp Topo-I inh = Yersinia pestis topoisomerase I inhibitors, primary screen, biochemical, cleavage product accumulation, plate reader, single point; Y. pestis Topo-I cleavage product accumulation; 360,000 tested, 0.064% active; DNA topoisomerase I (Yersinia pestis CO92); activity, % at 10 µM; in the data active means activity above about 50%, passing the limit was not always enough; further: inactives centre near 2
MazF activator = activators of E. coli MazEF toxin-antitoxin RNase, primary screen, biochemical, fluorescence, uHTS | FAM/BHQ RNA-DNA oligo cleavage fluorescence, 5 h | AID 504720, 2011 | activation, % at 20 µM | Endoribonuclease toxin MazF (Escherichia coli (strain K12)), P0AE70 | 350,000 tested, 0.32% active; in the data active means activation above about 50%
PriA SSB inh = inhibitors of Klebsiella pneumoniae PriA binding to SSB C-terminal tail, primary screen, biochemical, AlphaScreen; PriA–SSB C-terminal tail interaction (Klebsiella pneumoniae); AlphaScreen SSBct-PriA binding, biotinylated peptide; inhibition, % at 33 µM; 430,000 tested, 0.6% active; in the data active means inhibition mostly above about 37%, no sharp cut-off; inactive means mostly below about 20%;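 further: plate controls were negative control peptide for no effect and reference peptide for full effect; strong numbers were not always called active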
SARS 3CLpro inh = SARS-CoV 3CLpro protease inhibitors, primary screen, biochemical, quenched FRET; Replicase polyprotein 1ab (Severe acute respiratory syndrome coronavirus), P0C6X7; recombinant SARS-CoV 3CLpro, quenched FRET peptide cleavage; 290,000 tested, 0.14% active; inhibition, % at 6 µM; in the data active means inhibition above about 12%
VHR inh abs = VHR1 phosphatase inhibitors, primary screen, biochemical, absorbance, uHTS; AID 1654, 2009; 290,000 tested, 0.52% active; recombinant VHR phosphatase, pNPP absorbance; inhibition, % at 13.3 µM; in the data active means inhibition above about 50%; further: some compounds called inactive have numbers as strong as hits
TcdB inh = TcdB glycohydrolase inhibitors, primary screen, biochemical, single point, plate reader. TcdB glycohydrolase enzymatic assay. inhibition, % at 9.99 µM. 350,000 tested, 0.24% active; in the data active means inhibition above about 10%
PrPC surface inh = inhibitors of human cell surface prion protein PrPC, primary screen, cell-based, TR-FRET; Major prion protein (Homo sapiens), P04156; TR-FRET read-out; inhibition, % at 13.8 µM; 370,000 tested, 0.43% active; AID 720596, 2013; in the data active means inhibition above about 24%; further: 0% = median of the test wells and 100% = reference compound wells
Vc quorum ag = inducers of Vibrio cholerae quorum light production without autoinducers, primary screen, BH1578 luxS cqsA deficient, single point; V. cholerae BH1578 lux reporter, luminescence, 6 h; activation, % at 18.7 µM; 350,000 tested, 0.16% active; AID 588436, 2011; in the data active means activation mostly above about 9.7%, no sharp cut-off; further: not every result past the cut was called active; inactives centre near 0; reference of the scale not given here
Rv3671c protease = Rv3671c serine protease inhibitors, primary screen, biochemical, fluorescence polarization, M. tuberculosis H37Rv. P9WHR9. inhibition, % at 5.96 µM. 320,000 tested, 0.048% active; in the data active means inhibition above about 38%;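 further: extracellular domain of Rv3671c used as enzyme; 0% = enzyme with DMSO and 100% = no enzyme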
CCHF vOTU inh = CCHFV vOTU protease inhibitors, primary screen, biochemical, Pep-AMC substrate, fluorescence | inhibition, % at 11.5 µM | 370,000 tested, 0.55% active | AID 651958, 2012; in the data active means inhibition above about 30%; further: 0% = vehicle wells with enzyme and 100% = no enzyme wells
Starred values were filed as active, the others as inactive; i = inactive; nt = not tested or not shown. An excerpt (hit frequency here may not be typical).

#	smiles	Yp Topo-I inh	MazF activator	PriA SSB inh	SARS 3CLpro inh	VHR inh abs	TcdB inh	PrPC surface inh	Vc quorum ag	Rv3671c protease	CCHF vOTU inh
1	COCCOC(=O)c1c(C)oc2ccc(O)c(CN3CCC(C)CC3)c12	7	5	3	5	4	0.1	-3	-0.5	2	-5
2	O=C(CS(=O)(=O)c1ccccc1)c1ccc2c(c1)OCCO2	2	2	-2	3	-23	nt	1	1.4	0	-1
3	CC1(OC(=O)C2CCCC2)C(=O)C=C2C=C(c3ccsc3)N(c3ccccc3)C=C2C1=O (stereo unspecified)	10	-6	-5	nt	26	0.6	0	i	2	3
4	Cc1cccc(NS(=O)(=O)c2nnc(NC(=O)c3ccccc3F)s2)c1	0	4	-5	1	13	-13	2	i	2	15
5	CCc1noc(C)c1C(=O)NCCN1C(=O)S/C(=C\c2ccc(OC)cc2)C1=O	19	-4	-13	nt	nt	2.1	-1	2.3	-3	2
6	Cc1noc(C)c1CSCC(=O)OCC(=O)Nc1sccc1C#N	3	-1	-3	4	4	nt	1	i	4	-12
7	Cc1nnc(CN(C)C(=O)c2cc(COc3ccc(F)cc3Cl)on2)o1	4	-1	-10	-3	16	-0.5	-4	i	3	-5
8	Cc1c(Oc2cc(NN3CCCCC3)c([N+](=O)[O-])cc2[N+](=O)[O-])cccc1[N+](=O)[O-]	4	4	-8	-3	24	0.4	-4	-0.3	-3	-4

One compound at a time, from the list above:
`Cc1cccc(NS(=O)(=O)c2nnc(NC(=O)c3ccccc3F)s2)c1` across the screens: Yp Topo-I inh: 0; MazF activator: 4; PriA SSB inh: -5; SARS 3CLpro inh: 1; VHR inh abs: 13; TcdB inh: -13; PrPC surface inh: 2; Vc quorum ag: i; Rv3671c protease: 2; CCHF vOTU inh: 15
`Cc1noc(C)c1CSCC(=O)OCC(=O)Nc1sccc1C#N` across the screens: Yp Topo-I inh: 3; MazF activator: -1; PriA SSB inh: -3; SARS 3CLpro inh: 4; VHR inh abs: 4; TcdB inh: nt; PrPC surface inh: 1; Vc quorum ag: i; Rv3671c protease: 4; CCHF vOTU inh: -12
`Cc1c(Oc2cc(NN3CCCCC3)c([N+](=O)[O-])cc2[N+](=O)[O-])cccc1[N+](=O)[O-]` across the screens: Yp Topo-I inh: 4; MazF activator: 4; PriA SSB inh: -8; SARS 3CLpro inh: -3; VHR inh abs: 24; TcdB inh: 0.4; PrPC surface inh: -4; Vc quorum ag: -0.3; Rv3671c protease: -3; CCHF vOTU inh: -4

In the list so far, these contain nitrogen in an aromatic ring.
#	smiles	Yp Topo-I inh	MazF activator	PriA SSB inh	SARS 3CLpro inh	VHR inh abs	TcdB inh	PrPC surface inh	Vc quorum ag	Rv3671c protease	CCHF vOTU inh
4	Cc1cccc(NS(=O)(=O)c2nnc(NC(=O)c3ccccc3F)s2)c1	0	4	-5	1	13	-13	2	i	2	15
5	CCc1noc(C)c1C(=O)NCCN1C(=O)S/C(=C\c2ccc(OC)cc2)C1=O	19	-4	-13	nt	nt	2.1	-1	2.3	-3	2
6	Cc1noc(C)c1CSCC(=O)OCC(=O)Nc1sccc1C#N	3	-1	-3	4	4	nt	1	i	4	-12
7	Cc1nnc(CN(C)C(=O)c2cc(COc3ccc(F)cc3Cl)on2)o1	4	-1	-10	-3	16	-0.5	-4	i	3	-5

The listing picks up; the two compounds before the break are reprinted first.
#	smiles	Yp Topo-I inh	MazF activator	PriA SSB inh	SARS 3CLpro inh	VHR inh abs	TcdB inh	PrPC surface inh	Vc quorum ag	Rv3671c protease	CCHF vOTU inh
7	Cc1nnc(CN(C)C(=O)c2cc(COc3ccc(F)cc3Cl)on2)o1	4	-1	-10	-3	16	-0.5	-4	i	3	-5
8	Cc1c(Oc2cc(NN3CCCCC3)c([N+](=O)[O-])cc2[N+](=O)[O-])cccc1[N+](=O)[O-]	4	4	-8	-3	24	0.4	-4	-0.3	-3	-4
9	Cc1cc(NC(=O)CCC(=O)N(CC(=O)NCC2CCCO2)c2ccc(C(C)C)cc2)no1 (stereo unspecified)	22	-2	-4	-1	17	0.6	-2	0.1	-1	5
10	CN(C)CCN(C(=O)c1ccc2c(c1)CCCC2)c1nc2cc3c(cc2s1)OCCO3	13	1	51*	6	22	-0.2	4	-0.8	-11	11
11	CCOC(=O)c1ccc(NC(=O)CSc2nnc(-c3cccs3)n2CC)cc1	23	3	-4	1	-15	nt	-2	i	-7	15
12	O=C(COc1ccc(Cl)cc1)Nc1ccc2[nH]ncc2c1	-13	-12	-7	-5	-8	0.5	4	-2.1	-4	-7
13	CCOCCOC(=O)C1=C(C)N(C)C(=O)NC1c1cc(Cl)c(O)c(OC)c1 (stereo unspecified)	-3	-3	-16	0	25	nt	2	-0.3	-1	-1
14	O=C(CSc1nc2cc(Cl)ccc2o1)N1CCOCC1	0	-5	0	-11	-6	nt	1	i	-8	7
15	Cc1cccc(NC(=S)N(CCCN2CCCC2)Cc2cccn2Cc2ccc(Cl)cc2)c1	-19	14	18	-4	29	-0.3	0	-0.4	-11	-2
16	N#C/C(=C\c1c(N2CCN(c3ccccc3)CC2)nc2ccccn2c1=O)C(N)=O	4	1	-1	-1	20	1.3	-27	-1.4	nt	-38
17	CN1C[C@@H]2C[C@@H](C3=Cc4cc(Cl)ccc4OC3)N3CCC[C@@]23C1=O	7	3	-7	0	30	1.5	-10	-2.1	-6	6
18	COc1ccc(/C=C2\SC(=S)N(C(Cc3ccccc3)C(=O)O)C2=O)cc1 (stereo unspecified)	-2	1	-1	10	14	3.3	4	-0.2	nt	20
19	Cc1ccc(CN2CCN(Cc3cc4ccccc4o3)CC2CCO)cc1 (stereo unspecified)	27	1	-9	0	12	0.6	-4	i	1	-11
20	COc1ccc(NC(=S)N/C(=N/CS(=O)(=O)c2ccccc2)c2ccccc2)cc1	6	1	nt	-4	27	nt	4	-0.4	9	6
21	Clc1cccc(-c2noc3ncnc(Nc4ccc5c(c4)OCO5)c23)c1	-4	5	-21	4	17	-0.2	-6	i	-4	3
22	CC1(C)CC(=O)c2cc(C(=O)NCc3ccco3)c(=O)n(-c3ccccc3)c2C1	-4	6	1	8	-16	nt	-4	-1.0	10	2
23	CC(=O)NCC(=O)OC(C(=O)c1ccccc1)c1ccc(Cl)cc1 (stereo unspecified)	-3	1	-6	3	2	nt	0	i	-20	-19
24	COc1cccc2cc(C(=O)NCc3ccc(Cl)cc3)c(=O)oc12	1	-28	-6	-1	6	2.7	-1	0.0	5	5
25	O=C1OCC2=C1C(c1ccc(Cl)cc1)CC(=O)N2c1ccc(F)cc1 (stereo unspecified)	4	5	-7	4	21	0.5	-2	-1.1	-1	-10
26	Cc1cccc(C)c1NC(=O)NCCSc1snnc1C	1	1	-15	4	-13	0.1	-2	-0.4	8	7
27	N=C(N)Sc1nc(N2CCCCC2)nc(N2CCCCC2)n1	-5	2	3	-3	0	-1.7	0	0.8	-7	-2
28	CC1(C)CC(=O)C/C(=N\NC(=O)C2CC2c2ccccc2)C1 (stereo unspecified)	-4	6	nt	0	8	5.1	-2	i	-2	1
29	Cc1nc2ccccc2nc1OCc1ccccc1	6	0	-70	-2	-5	-1.2	5	-0.2	-6	-2
30	CCSc1nnc(NC(NC(=O)c2ccco2)(C(F)(F)F)C(F)(F)F)s1	6	5	-4	-5	-12	nt	3	-0.6	-1	-7
31	Cc1cc(C)c(S(=O)(=O)NCC(=O)NCc2ccco2)c(C)c1	-11	10	-17	2	12	-0.6	3	i	-2	-11
32	N#CCC(=O)N/N=C/c1cn(Cc2ccc(Cl)c(Cl)c2)c2ccccc12	0	3	i	-2	-1	0.6	6	i	-8	3
33	COc1ccc(CN(C)C(=O)c2ccc(OCC(=O)Nc3cccc(C(F)(F)F)c3)c(OC)c2)c(OC)c1	7	4	-1	nt	nt	0.3	0	i	-8	7
34	O=c1oc2c3c4c(cc2c(C(F)(F)F)c1CCN1CCOCC1)CCCN4CCC3	2	-391	-15	-9	-1	nt	-4	-0.4	-3	6
35	CCOc1cc(C2C(C(=O)c3ccc(C)o3)=C(O)C(=O)N2CCc2ccccc2)ccc1O (stereo unspecified)	11	4	-9	1	25	nt	-8	-0.9	-3	22
36	Cc1ccc(N(C(=O)CNC(=O)c2ccco2)C(C(=O)NC2CCCC2)c2ccncc2)cc1 (stereo unspecified)	2	4	-11	0	1	0.0	0	-0.2	-6	-1
37	NC(=O)c1nsc(C(=O)N(Cc2cccnc2)C(C(=O)NC2CCCCC2)c2ccc(F)cc2)c1N (stereo unspecified)	-11	6	0	-1	21	0.2	-4	i	-19	-16
38	Cn1c(=O)c(C(=O)COc2ccc(F)cc2Cl)c(N)n(Cc2ccccc2)c1=O	-7	5	-9	3	28	1.6	0	2.0	-9	6
39	O=C(Cn1ccc2ccccc2c1=O)NCCC(=O)N1CCN(C(=O)c2ccco2)CC1	10	-3	-16	1	nt	nt	-4	i	-9	-10
40	Cc1cccc(N2CCN(C(=O)CCNS(=O)(=O)c3ccc4c(c3)oc(=O)n4C)CC2C)c1 (stereo unspecified)	21	-2	1	-3	8	2.2	2	i	6	9
41	CN(C(=O)COC(=O)c1ccccc1SCC(=O)N1CCCC1)c1ccccc1	5	-2	-2	-1	28	0.6	-6	-0.8	-11	-11
42	CC(C)C(=O)Nc1cc(S(=O)(=O)Nc2ccc(Cl)cc2)ccc1Cl	19	-3	-3	0	-4	1.0	9	2.4	-2	-4
43	CC1(C)CC(NC(=O)c2ccc(Cl)c(S(=O)(=O)N(Cc3ccccc3)c3ccccc3)c2)CC(C)(C)N1	-29	-18	12	nt	nt	0.9	-34	i	1	-8
44	COc1ccccc1CN1CCN(S(=O)(=O)c2ccccc2)CC1	15	1	-6	2	19	nt	1	i	2	-8
45	CCC1(C)Cc2c(sc3nc(SC)nc(NCCN(C)C)c23)CO1 (stereo unspecified)	-10	-5	5	-9	3	nt	-6	-0.4	3	-2

Screening results: PubChem BioAssay, several laboratories
